Screening data: PubChem, several laboratories
S1P2 blocker: human S1P2 receptor antagonists, primary screen, cell-based | 97,000 tested, 0.21% active | AID 736, 2007 | inhibition, % at 5 µM | cell-based S1P2 antagonist assay, inhibition at 5 uM | Sphingosine 1-phosphate receptor 2 (Homo sapiens), O95136; in the data active = inhibition above about 45%;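 also: CRE beta-lactamase reporter cells expressing human S1P2 stimulated with S1P; 0% = agonist at EC80 alone and 100% = agonist plus reference antagonist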
S1P2 ag: S1P2 receptor agonists, primary screen, cell-based | Sphingosine 1-phosphate receptor 2 (Homo sapiens), O95136 | S1P2-expressing cell line, agonist reporter read-out | activation, % at 4.5 µM | 97,000 tested, 0.46% active | AID 729, 2007; in the data active = activation above about 16%;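 also: 0% = vehicle low control and 100% = maximal reference agonist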
HIV Rev-RRE inh: HIV-1 Rev-RRE binding inhibitors, primary screen, biochemical, FRET, protein-RNA interaction. inhibition, % at 8 µM. Rev peptide-RRE RNA binding. P05866. 97,000 tested, 0.79% active;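 active = inhibition above the screen-wide mean plus 3 SD, cut at about 35% in these data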;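 also: 0% = median DMSO wells and 100% = median Neomycin B control wells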
Target sequence (P05866 whole entry, looked up): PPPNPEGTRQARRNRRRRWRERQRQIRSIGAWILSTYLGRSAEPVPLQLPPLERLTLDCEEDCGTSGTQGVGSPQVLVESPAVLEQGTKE
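Material: labelled RRE RNA duplex and labelled Rev peptide / Buffer or medium: HEPES pH 7.5 salt buffer with EDTA / Compound dosing: single point, 8 µM final nominal compound concentration / Benchmarks: DMSO low control, neomycin B high control / Timing: 5 min preincubation and 15 min binding, 25 °C / Technique: FRET fluorescence readout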
PostGolgi ctrl: growth inhibition of yeast control strain, primary screen, counter-screen for post-Golgi transport modulator project; efflux-deficient yeast background strain, growth absorbance A615, 16 h; inhibition, % at 10 µM; 98,000 tested, 5% active
FAK inh: FAK kinase inhibitors, primary screen, biochemical; Focal adhesion kinase 1 (Homo sapiens), Q05397; biochemical FAK kinase activity assay; inhibition, %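 (tested at 7 µM)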; 97,000 tested, 0.84% active; AID 727, 2007; in the data active = inhibition above about 19%;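 also: 0% = DMSO and 100% = reference compound high control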
PostGolgi yeast: phenotypic screen on post-Golgi transport, primary screen; post-Golgi transport phenotypic cell assay; inhibition, % at 10 µM; 98,000 tested, 0.9% active;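 also: yeast cells grown in 1536-well plates; yeast grown about 18 h at 30C before absorbance read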
PTPN22 act: LYP phosphatase activators, primary screen, biochemical, DiFMUP fluorescence, 2 µM | Tyrosine-protein phosphatase non-receptor type 22 (Homo sapiens), Q9Y2R2 | recombinant LYP; 0 = plate median, 100 = signal doubled | activation, % at 2 µM | 96,000 tested, 0.11% active;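 active = activation at 2 µM above a set limit, the mean plus 5 SD, cut at about 37% in these data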
Target sequence (Q9Y2R2 whole entry, looked up): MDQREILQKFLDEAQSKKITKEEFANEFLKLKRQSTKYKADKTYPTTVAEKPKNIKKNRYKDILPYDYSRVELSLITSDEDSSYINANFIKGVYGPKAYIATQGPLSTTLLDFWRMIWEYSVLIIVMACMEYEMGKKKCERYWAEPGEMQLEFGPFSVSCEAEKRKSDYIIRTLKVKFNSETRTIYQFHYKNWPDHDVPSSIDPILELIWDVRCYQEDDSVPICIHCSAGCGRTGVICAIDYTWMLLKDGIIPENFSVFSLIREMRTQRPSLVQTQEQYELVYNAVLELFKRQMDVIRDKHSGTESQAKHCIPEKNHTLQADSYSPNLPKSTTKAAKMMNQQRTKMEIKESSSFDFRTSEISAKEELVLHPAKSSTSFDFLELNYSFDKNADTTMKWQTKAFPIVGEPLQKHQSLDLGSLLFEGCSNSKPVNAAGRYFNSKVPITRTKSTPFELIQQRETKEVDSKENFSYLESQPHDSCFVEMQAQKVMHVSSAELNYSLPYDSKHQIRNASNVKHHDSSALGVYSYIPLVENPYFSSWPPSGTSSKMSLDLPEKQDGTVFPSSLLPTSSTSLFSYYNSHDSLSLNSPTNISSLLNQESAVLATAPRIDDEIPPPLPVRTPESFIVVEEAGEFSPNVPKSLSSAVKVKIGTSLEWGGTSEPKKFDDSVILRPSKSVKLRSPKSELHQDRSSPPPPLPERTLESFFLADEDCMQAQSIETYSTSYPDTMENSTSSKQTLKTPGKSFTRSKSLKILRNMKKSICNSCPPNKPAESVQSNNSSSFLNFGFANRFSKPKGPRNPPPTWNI
PTPN22 inh 2: PTPN22 phosphatase inhibitors, primary screen, biochemical, DiFMUP fluorescence, 2 µM | Tyrosine-protein phosphatase non-receptor type 22 (Homo sapiens), Q9Y2R2 | 96,000 tested, 0.21% active | inhibition, % at 2 µM | AID 640, 2007 | recombinant LYP catalytic domain;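 active = inhibition at 2 µM at or above a set limit, the screen mean plus 3 SD, cut at about 24% in these data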;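 also: 0% = DMSO with enzyme and 100% = enzyme fully blocked by orthovanadate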
EphB4 ephrin blk: EphB4-ephrin-B2 interaction antagonists, primary screen, biochemical, TNYL-RAW peptide probe, fluorescence polarization; Ephrin type-B receptor 4 (Homo sapiens), P54760; EphB4 LBD / TNYL-RAW-Alexa532 peptide; inhibition, % at 7 µM; 97,000 tested, 0.15% active;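 active = inhibition above the screen-wide mean inhibition plus 3 SD, cut at about 15% in these data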;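 also: 0% = DMSO wells and 100% = excess unlabeled TNYL-RAW peptide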
Numbers without * were called inactive; · = no result given. Rule as the data show it, unless noted: active = inhibition above about 30%; inactive = the rest. This is a random part of the collection; about 7% have a hit in one of these screens.

SMILES	S1P2 blocker	S1P2 ag	HIV Rev-RRE inh	PostGolgi ctrl	FAK inh	PostGolgi yeast	PTPN22 act	PTPN22 inh 2	EphB4 ephrin blk
CCOC(=O)N1CCN(C(=O)CN(Cc2ccccc2)S(=O)(=O)c2ccc(OC)c(C)c2)CC1	16.8	-6.0	-0.6	30.0*	-1.1	-5.0	0.2	-2.0	-0.5
CC(C)NC(=O)C1CCN(Cc2cnn(-c3ccccc3)c2-n2cccc2)CC1	-0.3	-1.3	2.3	2.6	1.0	-20.3	0.1	1.6	-1.5
O=C(NCc1ccco1)c1ccc(COCC(F)(F)C(F)F)cc1	25.6	-6.3	8.0	7.9	4.5	3.0	-9.6	7.5	-3.9
Cc1ccccc1NC(=O)CSc1nc2c(c(-c3ccco3)c1C#N)CCCC2	-2.0	2.9	7.7	-0.1	-2.6	-6.3	-7.1	9.3	-3.0
O=C(NCc1ccco1)C1CN(S(=O)(=O)c2ccccc2)CCN1S(=O)(=O)c1ccccc1 (stereo not drawn)	20.1	-3.5	4.4	9.2	0.6	-5.2	16.9	-16.9	4.7
CCC(=O)Nc1cccc(NC(=O)CSc2nnc(-c3ccc(NS(C)(=O)=O)cc3)n2CC)c1	0.3	-5.7	1.5	14.9	-0.6	-1.4	14.7	-13.4	0.0
CCOc1ccc(N2C(=O)/C(=C/c3cc(OC)c(OC)c(OC)c3)N(CC(=O)OC)C2=S)cc1	8.1	-6.8	-1.9	11.5	-4.9	-1.6	-11.2	13.1	1.2
CC/C(C)=C1\SC(N2CCN(C(C)=O)CC2)=NC1=O	0.7	-4.9	10.8	-5.9	0.1	2.5	1.0	-4.5	1.6
COCC(=O)Nc1nnc(C2CCCCC2)s1	-6.0	-5.2	8.1	3.6	-0.9	-2.9	3.6	-4.4	3.0
COC(=O)c1sc(Nc2ccccc2)nc1C	-5.1	-4.9	0.4	23.5	14.6	-3.0	2.0	-5.2	-1.4
Cc1csc2nc(CSc3ccc(Cl)cc3)cn12	12.4	-6.0	3.0	-4.2	1.5	2.1	-0.3	4.0	-5.0
CN(C)NC(=S)Nc1ccc(Cl)cc1	-1.6	-8.8	9.0	3.3	-0.5	0.7	3.8	-0.8	1.6
COC(=O)c1cc(NC(=O)CN2CCOCC2)cc(C(=O)OC)c1	1.8	-7.6	-2.0	2.7	-4.2	1.8	3.2	-5.7	-13.6
O=C(CCC(=O)OCC(=O)c1ccccc1)NC1CCCCC1	3.6	-1.6	5.6	0.8	-4.1	3.5	5.4	-1.9	-7.1
Cc1ccc(C)c(N2CCN(C(=O)CCCCn3c(=O)[nH]c4ccccc4c3=O)CC2)c1	-6.5	-2.4	4.8	13.8	2.0	-1.9	-7.0	8.1	5.0
Cc1nn(-c2ccccc2)c(C)c1/C=N/N1CCN(c2ccccc2)CC1	11.7	-1.6	-4.8	3.2	0.6	5.2	-5.4	9.0	-0.1
c1ccc(C[n+]2cccc3c4ccccc4ccc32)cc1	18.3	-4.8	-9.3	-1.7	5.0	-1.3	-1.7	3.8	-0.1
COc1ccc(OC)c(CNC(=O)C2CCN(S(=O)(=O)N3CCCC3)CC2)c1	20.9	-4.1	4.3	2.7	1.0	6.5	4.4	-6.8	1.9
COc1cccc(Cn2c(NCc3cccnc3)nc3c2c(=O)n(C)c(=O)n3C)c1	18.5	-4.4	4.5	8.4	1.9	6.4	2.7	-0.9	7.0
CCN1CCC(=NNC(=O)c2ccco2)CC1	-5.3	-2.4	6.0	-4.0	0.8	1.8	-14.7	14.6	3.6
COc1ccc(-n2c(SCC(=O)Nc3nccs3)nnc2-c2ccccc2)cc1	-29.9	-1.8	5.1	0.8	-2.2	-5.2	-0.7	0.3	10.2
CN(c1nc(-c2ccccc2)cs1)C1CCS(=O)(=O)C1 (stereo not drawn)	-12.5	-2.6	5.0	7.0	0.9	-2.1	14.0	-12.1	-2.1
CCOC(=O)C(C(=O)Nc1ccccn1)C1CCCCC1 (stereo not drawn)	-17.5	0.2	-4.6	-0.7	1.3	-0.5	-5.1	2.2	-7.7
CCC(=O)N1CCc2cc(S(=O)(=O)CCC(=O)Nc3ccc(C)c(F)c3)ccc21	-14.1	-3.4	3.8	·	0.0	·	6.7	-5.8	8.3
CC1=C(C)C(=O)N(c2ccc(C(=O)O)cc2)C1=O	17.2	-8.2	2.2	6.1	-1.8	1.4	-3.1	1.9	-4.7
SMILES	S1P2 blocker	S1P2 ag	HIV Rev-RRE inh	PostGolgi ctrl	FAK inh	PostGolgi yeast	PTPN22 act	PTPN22 inh 2	EphB4 ephrin blk
O=C1C=C(Nc2cccc(O)c2)CC(c2ccco2)C1 (stereo not drawn)	-9.3	-4.3	5.0	·	1.3	·	-5.2	5.6	6.9
O=C1N(Cc2ccc(F)cc2Cl)c2ccccc2C12OCCCO2	-10.3	-0.5	4.4	17.1	3.1	5.0	2.8	-2.5	4.6
CC(=O)Nc1ccc(NC(=O)COC(=O)Cc2cccs2)cc1	-16.2	-2.9	6.1	-0.7	-1.1	-4.1	-7.9	10.2	-3.5
CS(=O)(=O)c1sc2nc(-c3cccs3)cc(-c3ccccc3)c2c1N	-0.6	-6.0	36.0*	5.9	-6.0	0.3	-5.0	2.7	-3.0
COC(=O)c1c(C)oc2cc(Br)c(OCC(=O)C(C)(C)C)cc12	-5.4	-3.5	3.8	-1.8	2.2	-1.9	-4.3	1.8	-11.1
COc1ccc(OC)c(NC(=O)C2CC(C)=C(C)CC2C(=O)O)c1 (stereo not drawn)	-5.7	-3.9	8.0	-3.9	-2.3	12.0	-6.9	6.7	-1.0
CN1CCN(C(=O)c2ccc(CN3CCOCC3)cc2)CC1	2.0	-4.2	7.1	13.3	-1.9	-8.8	2.9	-5.3	-2.9
Cc1ccc(-c2noc(C3CCCN(S(=O)(=O)c4ccc(S(=O)(=O)N(C)C)cc4)C3)n2)o1 (stereo not drawn)	-9.2	-3.9	-1.1	5.9	-1.4	-3.5	-13.4	12.9	-10.3
O=S(=O)(c1ccc(Cl)cc1)c1ccccn1	9.8	-7.9	9.1	6.0	-0.9	4.5	-9.1	8.6	1.1
Cc1ccc(C)n1NC(=O)c1cccc(Cl)c1	-10.5	-4.6	1.3	-1.8	0.3	-3.8	5.5	-4.8	7.2
COc1cc(NC(=S)NN2CCN(C)CC2)cc(OC)c1	21.6	-4.3	4.8	13.9	2.4	5.9	-10.1	14.1	1.4
COc1ccc(-c2cc(C(F)(F)F)nc(S(=O)(=O)CCC(=O)N3CCOCC3)n2)cc1	15.4	-1.8	8.5	22.2	4.8	8.2	-6.3	3.0	2.8
CCC(=O)NC(NC(=O)CC)C(Cl)Cl	13.0	-6.5	7.0	17.5	-5.1	3.2	0.6	1.8	-0.3
Nc1cccc2c1C(=O)N(C(=O)c1ccc(S(=O)(=O)N3CCCCCC3)cc1)C2=O	-4.3	-2.5	15.6	4.0	2.4	-1.9	0.9	2.7	-0.7
O=C(Nc1ccc(OCC(=O)N2CCN(S(=O)(=O)c3ccccc3)CC2)cc1)c1ccco1	-8.9	-5.6	-4.0	6.9	-4.1	-0.2	1.1	-2.8	-5.2
Cc1ccccc1Cn1c(C(C)O)nc2ccccc21 (stereo not drawn)	2.0	-7.7	2.2	16.6	1.7	-1.6	6.7	-7.4	-2.3
CCn1c(SCC(=O)c2cccs2)nnc1-c1ccco1	13.2	-4.3	2.6	-0.3	0.5	0.9	6.5	-8.7	3.0
CC1CCc2nc(NC(=O)C3COc4ccccc4O3)sc2C1 (stereo not drawn)	-12.2	0.0	6.9	28.7	-3.3	20.7	4.5	-6.9	-9.3
Cc1cccn2c(=O)c(C=Nc3ccccc3)c(NCc3ccco3)nc12	-1.0	1.5	5.8	16.6	23.9*	4.2	6.0	-9.7	0.6
CCN1CCN(CC(=O)NC2CCCC2)C(=O)C1=O	1.7	-3.1	8.0	18.9	-1.9	-7.6	·	·	0.7
COc1ccc(-n2nnnc2-c2ccccc2)cc1	-4.0	-0.8	10.0	-1.3	-0.3	-2.1	0.8	-0.4	-9.1
CS(=O)(=O)N(CCc1ccccc1)CC(=O)NCc1cccnc1	-2.7	-11.4	9.1	5.6	-1.4	-5.2	0.3	2.3	13.5
CC(C)(C)Nc1nc(C(N)=O)nc(N2CCOCC2)n1	-15.2	-6.8	7.8	2.1	3.0	-7.1	-1.9	1.5	5.1
CCOC(=O)c1[nH]c(C)c(C(=O)OCC(=O)N2c3ccccc3CC2C)c1C (stereo not drawn)	-14.2	-6.1	12.1	23.4	5.1	-6.4	-5.6	2.3	2.5
COC(=O)C1C(=O)NC(SC)=C(C#N)C1c1ccccc1 (stereo not drawn)	2.5	1.8	0.5	17.4	0.4	4.8	-2.2	4.9	-3.0

Records above shown as hits in FAK inh:
molecule	S1P2 blocker	S1P2 ag	HIV Rev-RRE inh	FAK inh	PostGolgi yeast	PTPN22 act	PTPN22 inh 2	EphB4 ephrin blk
Cc1cccn2c(=O)c(C=Nc3ccccc3)c(NCc3ccco3)nc12	-1.0	1.5	5.8	23.9*	4.2	6.0	-9.7	0.6

The main list resumes with the two entries that preceded the break.
SMILES	S1P2 blocker	S1P2 ag	HIV Rev-RRE inh	PostGolgi ctrl	FAK inh	PostGolgi yeast	PTPN22 act	PTPN22 inh 2	EphB4 ephrin blk
CCOC(=O)c1[nH]c(C)c(C(=O)OCC(=O)N2c3ccccc3CC2C)c1C (stereo not drawn)	-14.2	-6.1	12.1	23.4	5.1	-6.4	-5.6	2.3	2.5
COC(=O)C1C(=O)NC(SC)=C(C#N)C1c1ccccc1 (stereo not drawn)	2.5	1.8	0.5	17.4	0.4	4.8	-2.2	4.9	-3.0
COc1cccc(NC(=O)C(=O)N2CCOCC2)c1	-5.6	-1.9	8.0	·	-2.2	·	4.0	-5.3	2.2
CCOC(=O)c1sc(NC(=O)CSc2nnc(Cc3ccccc3)o2)c(C(=O)OCC)c1C	5.1	-5.1	-3.8	0.6	3.1	11.7	-8.4	8.1	-0.3
Nc1cccc(NC(=O)c2cccs2)c1	4.5	-3.5	5.9	8.5	-2.6	-6.1	9.7	-13.3	-4.5
Cc1cc(NS(=O)(=O)c2ccc(NC(=O)Nc3ccccc3)cc2)no1	20.3	-6.8	10.1	2.5	-1.3	19.8	-5.6	3.3	3.6
CCCCOC(=O)Nc1ccc(OC)cc1S(=O)(=O)N1CCOCC1	18.7	-2.9	3.9	3.5	0.9	0.8	1.2	-1.2	4.5
Cn1cccc1Cc1nnc(SCC(=O)Nc2ccc3c(c2)OCCO3)n1CCc1ccccc1	-15.7	-5.8	0.0	14.6	1.5	-6.8	-7.6	4.1	-1.0
O=C(CSc1ccccn1)N1CCN(c2cccc(Cl)c2)CC1	5.2	-0.4	7.9	4.7	1.0	1.1	-13.0	10.7	-4.2
O=C1c2[nH]nc(-c3ccccc3O)c2C(c2ccc(F)cc2)N1CC1CCCO1 (stereo not drawn)	-12.9	-5.8	2.6	0.1	-5.2	-3.1	3.0	-6.2	-12.5
CC(C)NS(=O)(=O)c1ccc(OCC(=O)Nc2ccc3c(c2)OCO3)c(Cl)c1	3.5	-2.8	8.7	7.0	-0.5	1.0	-10.2	10.3	2.6
COc1cccc(-c2nc(CS(=O)(=O)CC(=O)NCCCN3CCc4ccccc4C3)c(C)o2)c1	11.6	-2.8	12.1	-2.1	2.6	-7.9	-15.0	12.9	0.8
COc1ccc(Cl)c(S(=O)(=O)N2CCCC2)c1	-26.1	-3.4	5.3	-1.6	-1.6	-10.2	5.0	-5.6	-3.9
CCN(/C=N/c1sc2c(c1C#N)CCCCC2)CC	-32.8	0.5	0.0	7.8	7.9	-11.7	-7.4	9.0	-1.8
